BaF3 parental: counter-screen for JAK2V617F inhibitors: parental Ba/F3 viability inhibitors; 1.1% of 220,000 active; inhibition, % at 5.6 µM; CellTiter-Glo ATP luminescence;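 active = inhibition above a per-campaign cutoff, the mean inhibition of all tested compounds plus 3 SD, cut at about 27% in these data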;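 note: 0% = DMSO wells and 100% = JAK Inhibitor I control wells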
PGE2 EP2 inh: EP2 receptor (human) inhibition; C6 glioma cells expressing human EP2, cAMP TR-FRET; cells stimulated with saturating PGE2; 0.52% of 260,000 active; P43116; inhibition, % at 25 µM;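 active = percent inhibition above 40 after rounding to a whole number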;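 note: rat C6 glioma host cells with rolipram phosphodiesterase inhibitor present; the protocol text gives 20 µM as final concentration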
Ba/F3 V617F tox: loss of viability in JAK2V617F-driven Ba/F3 cells | Ba/F3 EpoR-JAK2V617F viability, ATP luminescence | inhibition, % at 5.6 µM | 1.1% of 220,000 active | AID 1446;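 active = inhibition above the campaign mean plus 3 SD over all tested compounds, cut at about 24% in these data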;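 note: cytokine-independent growth of Ba/F3 cells driven by EpoR plus mutant JAK2; 0% = DMSO-treated cells and 100% = JAK inhibitor I control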
Tb hexokinase: blocks Trypanosoma brucei hexokinase 1 activity. 0.11% of 220,000 active. AID 1430. inhibition, % at 10 µM. recombinant TbHK1, G6PDH-coupled NADH A340;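 active = inhibition of 50% or more in the single-dose primary screen; inactive = inhibition below 50%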
PPC-1+TRAIL kill: compounds killing PPC-1 cancer cells with TRAIL present (potentiator screen, no TRAIL-free arm); cell killing (% activity), % at 4 µM; AID 1443; PPC-1 cells + TRAIL, ATPLite viability luminescence; 0.41% of 220,000 active;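 active = cell killing above 50% in the first pass at 4 µM, then a duplicate retest at 5 µM averaging 50% or more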;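 note: plate controls were cells with TRAIL plus DMSO for no effect and medium-only wells lacking cells for full effect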
p97 inhibitor: human p97 ATPase inhibition; recombinant p97 ATPase, Kinase-Glo ATP luminescence, 3 h; 0.42% of 220,000 active; inhibition, % at 8 µM; P55072; in the data active = inhibition above about 15%;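 note: 0% = DMSO vehicle and 100% = wells lacking enzyme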
Target sequence (P55072 whole entry, looked up): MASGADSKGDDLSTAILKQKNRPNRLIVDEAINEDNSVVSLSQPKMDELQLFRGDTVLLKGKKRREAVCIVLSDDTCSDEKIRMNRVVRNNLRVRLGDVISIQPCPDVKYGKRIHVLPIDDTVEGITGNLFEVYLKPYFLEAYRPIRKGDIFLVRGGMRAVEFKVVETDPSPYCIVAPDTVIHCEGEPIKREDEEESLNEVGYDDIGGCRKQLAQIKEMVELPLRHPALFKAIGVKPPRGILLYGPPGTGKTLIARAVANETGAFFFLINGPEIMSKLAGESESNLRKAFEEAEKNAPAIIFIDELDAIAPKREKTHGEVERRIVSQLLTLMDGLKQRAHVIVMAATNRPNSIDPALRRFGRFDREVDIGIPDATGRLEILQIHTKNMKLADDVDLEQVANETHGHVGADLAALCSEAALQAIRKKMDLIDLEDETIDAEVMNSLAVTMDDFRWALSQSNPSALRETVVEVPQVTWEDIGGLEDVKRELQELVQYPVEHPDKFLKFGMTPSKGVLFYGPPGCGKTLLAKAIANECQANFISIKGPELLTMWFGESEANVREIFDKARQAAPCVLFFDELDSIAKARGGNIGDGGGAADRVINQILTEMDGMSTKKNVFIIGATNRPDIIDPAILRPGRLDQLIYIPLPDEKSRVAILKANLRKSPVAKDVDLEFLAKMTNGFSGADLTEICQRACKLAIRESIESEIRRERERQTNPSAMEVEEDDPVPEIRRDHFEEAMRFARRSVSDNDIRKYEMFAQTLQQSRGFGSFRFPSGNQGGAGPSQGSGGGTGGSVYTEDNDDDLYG
RBBP9 inhibitor: blocks human serine hydrolase RBBP9 | O75884 | recombinant RBBP9, FP-Rh probe fluorescence polarization | inhibition, % at 7.94 µM | 0.2% of 220,000 active;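 active = inhibition above the campaign mean of all tested compounds plus 3 SD, cut at about 14% in these data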;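 note: plate controls were DMSO wells with RBBP9 for no effect and wells lacking RBBP9 protein for full effect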
Target sequence (O75884 whole entry, looked up): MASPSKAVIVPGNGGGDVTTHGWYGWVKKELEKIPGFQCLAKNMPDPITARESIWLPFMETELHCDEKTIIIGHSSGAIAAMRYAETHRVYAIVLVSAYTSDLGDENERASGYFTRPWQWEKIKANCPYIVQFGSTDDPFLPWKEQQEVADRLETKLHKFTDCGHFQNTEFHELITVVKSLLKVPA
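Test system: recombinant human RBBP9. Quantity: 2.5 µM RBBP9 dispensing solution, before mixing. Detection: FP readout at 525/598 nm. Reagent: Serine-hydrolase probe FP-Rh, 375 nM pre-mixing. Measure: % inhibition. Control set: DMSO-treated enzyme wells and wells lacking RBBP9. Buffer or medium: Tris-NaCl-Pluronic buffer, pH 8.0. Times: preincubation 30 min plus labeling 45 min at 25 °C.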
Furin inh: blocks human furin protease activity; AID 463115; 0.061% of 220,000 active; P09958; inhibition, % at 30 µM; purified furin, fluorogenic substrate cleavage; in the data active = inhibition above about 25%; note: inactives centre near -15
NCF1 inh: blocks human p47phox regulatory protein of NADPH oxidases; P14598; inhibition, % at 24.7 µM; AID 1274; p47phox/p22phox peptide binding, fluorescence polarization, 2 h; 0.53% of 220,000 active;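 active = inhibition above about 30%, limit read from the data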;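 note: 0% = p47phox with labelled peptide and 100% = labelled peptide alone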
Numbers without * were called inactive; x = not tested or not shown; & = joins results of further samples; [ ] = dose if it differs, or a comment. The list is partial (hit frequency here may not be typical).

SMILES	BaF3 parental	PGE2 EP2 inh	Ba/F3 V617F tox	Tb hexokinase	PPC-1+TRAIL kill	p97 inhibitor	RBBP9 inhibitor	Furin inh	NCF1 inh
Cc1cc(C)n(C(=O)c2ccc([N+](=O)[O-])cc2N)n1	7	11	1	-5	10	6	0	-20	-1
Cc1onc(C(=O)NN)c1C(=O)N1CCN(C(c2ccccc2)c2ccccc2)CC1	6	6	-3	-1	-2	5	2	-22	-17
CCc1nn(-c2ccccc2)c(N)c1C#N	2	9	-1	-3	0	5	-9	-24	-4
Cc1ccnc(NC(=O)Cc2ccc(F)cc2)n1	0	9	-2	-3	-3	5	-2	-15	3
Oc1ccc2ccccc2c1CN1CCCC1	4	10&6	3	4	-4	-6	-8	-5	-9
O=C(COc1ccccc1Cl)N(Cc1ccco1)C1CCS(=O)(=O)C1 (stereo not given)	0	17	3	-1	-3	-2	-6	-15	7
COC(=O)c1cc(NC(=O)CC2SC(=Nc3ccccc3)N(CCc3c[nH]c4ccccc34)C2=O)cc(C(=O)OC)c1 (stereo not given)	2	11	0	-8	-23	2	-6	-30[20 µM]	-85
COc1cc(C(=O)O/N=C(\N)c2ccc([N+](=O)[O-])cc2)cc(OC)c1OC	3	6	3	28	8	-4	-17	4	-4
CC(=O)O[C@H]1C[C@@]2(C)[C@@H](C[C@@H](O)[C@H]3[C@@]4(C)CC[C@@H](O)[C@@H](C)C4CC[C@@]32C)/C1=C(\CCC=C(C)C)C(=O)O (stereo not given in full)	5	11	1	14	14	-4	-3	-7	-11
C/C(=N\NC(=O)c1cccc(N/N=C(\C)c2ccncc2)c1)c1ccncc1	8	5	2	-22	27	0	-9	-25	-5
O=C(Nc1ccccc1)c1ccc(CN2CCC(Cc3ccccc3)CC2)cc1	5	15	-4	5	x	2	-12	-31[20 µM]	x
O=C(Cn1cnc2ccccc2c1=O)c1c[nH]c2ccccc12	2	12	-3	4	4	4	4	-27	-14
CCCc1c(NC(=O)Nc2ccc(F)cc2)cnn1-c1ccccc1	5	2	22	4	14	-8	-5	-2	5
CC1(C)C(=O)OC(/C=C\c2ccccc2)C(C)(C)C1=O (stereo not given)	6	4	-1	1	5	0	-1	-21	-10
O=C(CCNc1cc(Cl)cc(Cl)c1)c1cccs1	0	4	-1	5	4	5	-3	-17[20 µM]	-4
C=CCN1C(=O)NC(c2ccccc2)(C(F)(F)F)S/C1=C(\C#N)c1nnc(N2CCOCC2)n1-c1ccccc1 (stereo not given)	2	8	-6	-2	11	0	-4	-22	6
CC(=O)N1CCN(S(=O)(=O)c2ccc(F)c(Cl)c2)CC1	3	3	-2	2	2	-2	-5	-20	-2
Cc1nc(SCC#N)c2c(C)c(C)sc2n1	6	9	-1	2	12	2	-6	-29[20 µM]	-14
Cn1c2ccccc2c(=O)c2c(=O)n(-c3ccc(F)cc3)c(-c3cccs3)nc21	1	10	-2	-17	-9	8	3	-8	-1
CCOC(=O)C1=C(C)N=C2SC(C)C(=O)N2C1c1ccc(OC(C)=O)c(OC)c1 (stereo not given)	3	14	-3	-13	10	3	1	-16[20 µM]	-9
O=C(CCC(=O)N(CC(=O)NC1CCCC1)C1CCCCC1)Nc1ccccn1	12	18	1	0	x	6	5	-30	-1
CC1=NN(c2ccccc2)C(=O)C1N=Nc1ccc(N)cc1 (stereo not given)	15	11	6	-7	14	12	1	4[20 µM]	-23
CCCCN(CCCC)C(=O)C[n+]1cccc(/C=N/O)c1	8	3	1	0	24	1	-5	-21	-22
O=C(CCCn1c(=O)c2sccc2n(CC(=O)NCc2ccco2)c1=O)NCc1ccco1	2	9	-5	-1	12	0	-3	-12[20 µM]	-6
COc1ccc(NC(=O)Nc2cc3oc4ccccc4c3cc2OC)cc1	0	x	-4	-4	29	10	12	-22[20 µM]	-2
Cc1cc2occ(CC(=O)Nc3nccs3)c2cc1C(C)C	5	1	-3	-10	12	-3	-8	-3[20 µM]	-16
CC(OC(=O)C1=COCCO1)C(=O)Nc1cccc(S(=O)(=O)N2CCOCC2)c1 (stereo not given)	1	9	-3	-4	13	8	8	-18	-7
COc1ccc(CN2CCN(CC=C(C)C)C(CCO)C2)cc1Cn1cncn1 (stereo not given)	7	4	2	3	-3	-3	-4	-15	7
Cc1ccc(O)c(C(=O)c2cnn(C(=O)COc3ccccc3C#N)c2)c1	1	4	-3	4	-4	4	-13	-22	32*
COc1ccc2nc(N3CCC(O)CC3)c(C#N)cc2c1	-1	11	-2	-1	8	3	-1	-15	3
CSCC(=O)Nc1ccc(F)c(Cl)c1	1	11	-7	-1	0	2	-3	-26	-13
COc1ccc(-c2cc3cc(OC)c(OC)cc3c(C)n2)cc1	-2	1	1	-9	24	2	-3	-14	-14
COc1ccc(CC(=O)Nc2ccc3c(c2)OCO3)cc1S(=O)(=O)N1CCOCC1	6	15	0	2	13	0	5	-3	-7
Cc1ccc(C)n1-c1cccc(C(=O)Nc2ccccc2)c1	3	3	-3	-10	-5	12	-2	-6	-48
CCOc1ccc(Nc2nc(Cl)nc(NCCO)n2)cc1	8	25	-1	8	2	-2	-7	-16	-17
O=C(NCCCN1CCOCC1)c1ccco1	1	12	-4	1	-20	1	-4	-18	-6
Cc1ccc(-n2c(Cc3cccs3)nnc2SCC(=O)OC(C)C)cc1	4	1	-2	1	11	-3	3	-6	-17
Cc1nc2c(-c3ccc(F)cc3)c(C)nn2c(C)c1CCC(=O)N1CCOCC1	7	7	2	-16	9	-10	-8	-10	-3
CCCCn1c(NC(=O)c2ccc(Br)o2)c(S(=O)(=O)c2ccccc2)c2nc3ccccc3nc21	6	11	3	-22	-2	46*	-3	-11[20 µM]	-20
CCCCC(=O)NC1(C(F)(F)F)NC(=O)N(Cc2ccccc2)C1=O (stereo not given)	0	5	-3	-1	3	3	1	-14	-3
CC(=O)Nc1sc2c(c1C(c1ccc(F)cc1)N1CCOCC1)CCCC2 (stereo not given)	2	9	-3	-16	23	-1	-3	-18[20 µM]	-6
COc1ccc(/C(C)=N/N=C2/NC(=O)CC(C(=O)O)S2)cc1 (stereo not given)	1	7	-5	-15	2	4	-1	-3	7
CN(C)CCNC(=O)/C=C/c1cn(-c2ccccc2)nc1-c1cc2ccccc2oc1=O	7	7	0	-9	-3	1	-5	-26	-9
COc1ccc(CN2CCN(S(=O)(=O)c3ccc(F)cc3)CC2)c(OC)c1OC	6	7	-1	3	-18	-1	4	-27[20 µM]	1
CC(=O)CSc1nc2cc3c(cc2cc1C#N)OCCO3	5	18	0	-6	48	0	-7	-18	-19
O=C(CN1CCN(Cc2ccccc2)CC1)Nc1cccc(S(=O)(=O)N2CCCCCC2)c1	1	8	-1	-7	8	-2	1	-23	-29
O=C(Cc1cccs1)N/N=C\c1ccc([N+](=O)[O-])s1	10	10	7	5	17	4	1	-7	-1
Cc1cc(Cl)ccc1OC(C)C(=O)N1CCCN(C(=O)C(C)Oc2ccc(Cl)cc2C)CC1 (stereo not given)	1	13	-3	-5	26	0	-11	-3[20 µM]	-31
O=C(O)CNC(=O)CC1S/C(=N/N=C2/NC(=O)CS2)NC1=O (stereo not given)	5	1	3	1	0	-3	-11	-23	-55
COc1cc(OC)cc(C(=O)OCc2cc3ccccc3[nH]c2=O)c1	3	x	1	-14	-3	5	-9	-18	-17
Cc1ccc2[nH]c(O)c(N=Nc3nc4ccccc4s3)c2c1	-9	7	-1	-11	10	10	2	-24	-15
Cc1cccc(NC(=S)NNC(=O)c2csc(C)c2)c1	3	3	-5	-2	16	1	-3	-25	-4
O=C(CN1C(=O)c2ccccc2S1(=O)=O)Nc1ccccc1	-2	12	-4	0	23	2	-2	-16[20 µM]	-2
CC(=O)NC1=NN(C(C)=O)C(C)(c2ccc(Br)cc2)S1 (stereo not given)	2	9	-1	-4	11	-1	-14	-24	-2
COc1cccc(C(=O)CC(C(=O)O)c2ccc(F)cc2)c1 (stereo not given)	4	8	-1	8	20	6	-2	-32	-2
COc1ccc(Cc2nnc(SCC(=O)Nc3ncc(C)s3)o2)cc1	1	9	-2	5	18	2	-1	-21[20 µM]	-10
C/C=C(/C)C(=O)Nc1cccc(C2=NOC3(C2)C[C@H](C(N)=O)N(C(=O)c2ccccc2)C3)c1 (stereo not given in full)	x	-3	x	0	7	x	x	-30	3
CC(C)N1C(=O)CC2(CC[N+](C)(CCOC(=O)C(c3ccccc3)c3ccccc3)CC2)C1=O (stereo not given)	-1	17	-3	12	-6	5	3	-19[20 µM]	11
Cc1nc2scc(-c3ccccc3)c2c(=O)n1N	0	11	-4	2	4	7	-1	-25	-1
Nc1cc(=O)[nH]c(SCC(=O)N2CCN(S(=O)(=O)c3ccc4ccccc4c3)CC2)n1	6	2	6	7	18	0	-8	-17	0

As entered above.
Result of CC(C)N1C(=O)CC2(CC[N+](C)(CCOC(=O)C(c3ccccc3)c3ccccc3)CC2)C1=O (stereo not given) in RBBP9 inhibitor: 3
Result of CC(=O)NC1=NN(C(C)=O)C(C)(c2ccc(Br)cc2)S1 (stereo not given) in BaF3 parental: 2
Result of COc1cc(OC)cc(C(=O)OCc2cc3ccccc3[nH]c2=O)c1 in Ba/F3 V617F tox: 1

Reprinted from the listing (two entries):
SMILES	BaF3 parental	PGE2 EP2 inh	Ba/F3 V617F tox	Tb hexokinase	PPC-1+TRAIL kill	p97 inhibitor	RBBP9 inhibitor	Furin inh	NCF1 inh
Cc1cc(C)n(C(=O)c2ccc([N+](=O)[O-])cc2N)n1	7	11	1	-5	10	6	0	-20	-1
Cc1onc(C(=O)NN)c1C(=O)N1CCN(C(c2ccccc2)c2ccccc2)CC1	6	6	-3	-1	-2	5	2	-22	-17

Additional structures follow:
SMILES	BaF3 parental	PGE2 EP2 inh	Ba/F3 V617F tox	Tb hexokinase	PPC-1+TRAIL kill	p97 inhibitor	RBBP9 inhibitor	Furin inh	NCF1 inh
Nc1c(-c2cccc(Cl)c2)cnn1-c1cccc(C(F)(F)F)c1	7	7	2	-2	5	-2	-6	-14[20 µM]	-71
COc1cc(/C=C2/NC(=O)N(Cc3ccccc3F)C2=O)ccc1O	65*	1	85*	-31	0	5	-3	-17	-9
CC(=O)Nc1cc(-c2nn(CC(=O)N3CCCCC3)c(=O)c3ccccc23)ccc1N1CCOCC1	5	17	-3	-4	-12	1	4	-25[20 µM]	-5
COc1ccc(/C=C/C(=O)Nc2ccccc2C(F)(F)F)cc1	2	0	1	-1	18	1	-8	-14	-11
COc1ccc(/C=C2\SC(=S)N(N3C(=O)CCC3=O)C2=O)cc1O	1	6	-2	-2	21	2	0	-28	-13
Cc1cc(C)c(C)c(OCC(=O)O/N=C(\N)c2ccccn2)c1	5	-6	-2	-2	30	-14	4	-13[20 µM]	-6
COC(=O)C1=CNC=C(C(=O)OC)C1c1cccc(OC)c1	3	15	-3	-10	-21	-1	-1	-116[20 µM]	-8
CCOC(=O)C1C(=O)C=C(c2ccc([N+](=O)[O-])cc2)CC1c1ccccc1 (stereo not given)	6	10	1	-7	25	2	-5	6[20 µM]	-2
Cc1nnc(Sc2cc(NCCCO)c([N+](=O)[O-])c3nonc23)s1	2	13	-3	-12	4	6	22*	-15	7
COC(=O)C1=C(C)Nc2nnnn2C1c1cccnc1 (stereo not given)	-1	8	-1	-1	6	2	-1	-14[20 µM]	-8
COc1ccc(CC/C(C)=N\NC(N)=O)cc1	5	12	-2	5	-5	2	-4	-32	-9
O=C(NCc1ccco1)c1cc([N+](=O)[O-])ccc1Cl	-1	10	-9	-1	-5	1	4	-17	-3
Cc1ccc(NC(=O)C(c2ccccc2)C2CCCC2)cc1 (stereo not given)	1	5	-1	7	14	3	-8	-29	-7
OCCCc1nc2n(n1)C(c1ccccc1Cl)C=C(c1cccs1)N2 (stereo not given)	2	8	-1	-12	-1	5	2	-19[20 µM]	-10
